High-throughput results as filed in PubChem.
GC-A act: GC-A (human) enzyme activation; P16066; HEK293 GC-A cells, cGMP TR-FRET, EC30 ANP; 0% at EC30 ANP, 100% saturating ANP; activation, % at 10 µM; hit rate 0.14% among 370,000; AID 1671463; in the data active means activation above about 40%
hcDAF-12 act: activators of H. contortus DAF-12 nuclear receptor | HEK293 hcDAF-12 lit1-tk-luc reporter, luminescence; 0% DMSO, 100% Δ7-dafachronic acid | activation, % at 6.8 µM | hit rate 1.4% among 370,000;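 active means activation above the mean of all tested compounds plus 3 SD, cut at about 5.5% in these data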;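 further: 100% = response to 3 µM Δ7-dafachronic acid high control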
GC-B act: GC-B (human) receptor activation; AID 1920062; HEK293-GC-B cells, CNP EC30, cGMP TR-FRET; 0% at EC30 CNP, 100% saturating CNP; P20594; activation, % at 10 µM; hit rate 0.11% among 370,000;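 active means activation at 10 µM reaching about 35% in either raw or pattern-adjusted values, limit read from the data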
Target sequence (P20594 whole entry, looked up): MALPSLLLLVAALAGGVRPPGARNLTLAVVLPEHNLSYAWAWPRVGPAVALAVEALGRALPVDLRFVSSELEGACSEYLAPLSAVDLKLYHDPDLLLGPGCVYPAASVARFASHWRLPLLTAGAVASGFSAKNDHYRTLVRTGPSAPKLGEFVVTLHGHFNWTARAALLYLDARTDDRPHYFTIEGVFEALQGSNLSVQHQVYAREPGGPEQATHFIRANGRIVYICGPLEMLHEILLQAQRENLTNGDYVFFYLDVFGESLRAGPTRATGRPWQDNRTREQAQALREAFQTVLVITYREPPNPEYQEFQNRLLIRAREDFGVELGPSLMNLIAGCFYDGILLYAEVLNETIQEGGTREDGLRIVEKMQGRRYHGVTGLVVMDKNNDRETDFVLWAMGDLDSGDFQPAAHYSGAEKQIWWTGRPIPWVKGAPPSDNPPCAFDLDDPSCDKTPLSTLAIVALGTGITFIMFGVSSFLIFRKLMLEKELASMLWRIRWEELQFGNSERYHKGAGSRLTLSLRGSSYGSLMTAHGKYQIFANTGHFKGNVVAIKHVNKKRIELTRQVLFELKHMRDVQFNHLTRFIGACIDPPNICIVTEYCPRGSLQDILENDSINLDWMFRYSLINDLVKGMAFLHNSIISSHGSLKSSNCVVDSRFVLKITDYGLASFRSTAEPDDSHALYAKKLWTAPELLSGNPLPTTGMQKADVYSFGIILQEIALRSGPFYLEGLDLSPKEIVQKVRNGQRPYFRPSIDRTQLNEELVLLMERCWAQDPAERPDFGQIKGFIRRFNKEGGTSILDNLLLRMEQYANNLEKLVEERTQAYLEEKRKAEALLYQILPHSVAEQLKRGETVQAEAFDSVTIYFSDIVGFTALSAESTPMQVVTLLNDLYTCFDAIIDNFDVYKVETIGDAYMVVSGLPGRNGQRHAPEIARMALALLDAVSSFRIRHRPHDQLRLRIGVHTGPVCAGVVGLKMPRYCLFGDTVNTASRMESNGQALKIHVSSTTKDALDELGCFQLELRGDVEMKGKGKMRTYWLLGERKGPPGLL
HGIII-sPLA2 inh: Inhibits HGIII-sPLA2 liposome hydrolysis, primary screen; Q9NZ20; QFRET BODIPY PC-A2 liposome hydrolysis, fluorescence; inhibition, % at 12.2 µM; hit rate 0.56% among 370,000; AID 743126;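 active means inhibition above mean plus 3 SD of compounds lying within the high and low control bounds, cut at about 19% in these data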;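 further: 0% = median of test compound wells and 100% = no enzyme DMSO wells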
GAA850 FXN act: increases GAA850 frataxin promoter reporter activity. AID 540364. HEK293 lucGAA850 FXN promoter luciferase reporter, 24 h; percent of 10 µM SAHA response. activation, % at 6 µM. hit rate 0.56% among 360,000;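 active means activation above the average of all compounds screened plus 3 SD, cutoff fixed separately per campaign, cut at about 7.5% in these data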;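 further: 0% = DMSO wells and 100% = 10 µM SAHA wells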
SMARCA2 activ: SMARCA2 function activation, primary screen; activation, % at 9.1 µM; AID 652017; MG213 cells, MMTV-luciferase reporter, dexamethasone, overnight; hit rate 1% among 370,000; in the data active means activation above about 7.8%;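 further: 0% = vehicle wells and 100% = reference activator wells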
ssDAF-12 act: S. stercoralis DAF-12 activation, primary screen | HEK293 ssDAF-12/GRIP1 lit1-tk-luc reporter, luminescence; % of 3 µM dafachronic acid response | activation, % at 6.8 µM | hit rate 1% among 370,000 | AID 652126;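 active means activation above the mean over all tested compounds plus 3 SD, cut at about 0.9% in these data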;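 further: 0% = DMSO-only wells and 100% = 3 µM delta7-dafachronic acid wells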
ADAM10 inh: ADAM10 inhibition, QFRET primary screen. O14672. inhibition, % at 7 µM. hit rate 0.62% among 370,000. recombinant ADAM10, EDANS/DABCYL FRET peptide cleavage, 3 h;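 active means inhibition above a per-campaign cutoff equal to the mean of compounds falling between control-based bounds plus 3 SD, cut at about 20% in these data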;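 further: 0% = DMSO wells while the 100% control is not disclosed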
DAX1 inh-1: blocks DAX1 repression of SF-1 activated StAR promoter | HEK293T StAR-luciferase reporter, SF-1/DAX-1 repression relief | inhibition, % at 6.8 µM | hit rate 1.1% among 370,000 | AID 652010;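 active means inhibition above the mean over all tested compounds plus 3 SD, cut at about 3.6% in these data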;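 further: 0% = DAX-1 cells with DMSO and 100% = cells lacking DAX-1 with DMSO; higher inhibition means more luminescence from relief of DAX-1 repression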
hgDAF-12 ag: hgDAF-12 agonism, primary luciferase screen. activation, % at 6.8 µM. AID 687014. HEK293 GAL4-hgDAF12 UAS-luciferase reporter, agonist luminescence; normalized to butyrate control. hit rate 1.8% among 370,000;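 active means activation above a cutoff set at the mean of all screened compounds plus 3 SD, cut at about 10% in these data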;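 further: 0% = DMSO wells and 100% = sodium butyrate wells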
DAX1 inh-2: NR0B1 (DAX1) inhibition; hit rate 0.99% among 340,000; AID 504766; inhibition, % at 6.75 µM; HEK293 Gal4-DAX1 luciferase reporter, luminescence; P51843;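 active means inhibition above the mean over all tested compounds plus 3 SD, cut at about 4.2% in these data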;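 further: 0% = DAX1-transfected cells with DMSO and 100% = empty-vector control cells with DMSO; inhibition shows as a rise in luminescence from relieved DAX1 repression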
An asterisk follows results filed as active; i = inactive; x = not tested or not shown. Not a hit list. Share with any hit: about 6.6%.

1) O=C1C=C(c2ccccc2)C[C@H](c2cccs2)[C@H]1n1cnc([N+](=O)[O-])c1
2) Oc1ccccc1/C=N/n1cnn(Cc2ccccc2Cl)c1=S
3) Cc1ccc(NC2c3ncccc3C(=O)N2c2ccccc2C)cc1C (configuration not stated)
4) CCN(CC)C(=O)C1=C(C)N(CCCOC)C(=O)C(CC(=O)NCC2CCCCC2)C1 (configuration not stated)
5) CSc1ccccc1NC(=O)c1cc(CC(C)C)on1

compound no.	1	2	3	4	5
GC-A act	-5	5	-1	-1	-1
hcDAF-12 act	-2.4	-2.7	1.3	0.2	7.5*
GC-B act	-7	3	4	5	-6
HGIII-sPLA2 inh	-3	3	3	14	-6
GAA850 FXN act	-1.6	0.3	0.2	1.3	0.2
SMARCA2 activ	-3	1	0	-5	2
ssDAF-12 act	-1.2	-0.6	0.2	-1.6	0.2
ADAM10 inh	-8	1	-4	-11	3
DAX1 inh-1	0.7	-0.3	0.3	0.0	2.0
hgDAF-12 ag	0.5	-2.9	0.7	-0.3	11*
DAX1 inh-2	0.4	-1.1	-1.3	0.4	0.5

Results in sequence from above.
Entries 1–5 in GAA850 FXN act: -1.6, 0.3, 0.2, 1.3, 0.2
Entries 1–5 in DAX1 inh-2: 0.4, -1.1, -1.3, 0.4, 0.5

The listing picks up with the two entries that preceded the break.
4) CCN(CC)C(=O)C1=C(C)N(CCCOC)C(=O)C(CC(=O)NCC2CCCCC2)C1 (configuration not stated)
5) CSc1ccccc1NC(=O)c1cc(CC(C)C)on1
6) CC(=O)c1cccc(-c2cnc3c(NC=O)cc(-c4ccc(C(=O)N5CCOCC5)cc4)cn23)c1
7) CCC(Sc1nc2ccsc2c(=O)n1CCC(=O)O)C(=O)Nc1ccc(Cl)cc1 (configuration not stated)
8) CC(=O)NC(Cc1ccccc1)C(=O)NC1CCN(C(=O)NC2CCCCC2)CC1 (configuration not stated)
9) CC(C)c1c(O)nc(SCC(=O)N2CCOCC2)[nH]c1=O
10) O=C(NCC1CCCO1)c1coc2nc3ccccc3nc12 (configuration not stated)

compound no.	4	5	6	7	8	9	10
GC-A act	-1	-1	0	2	1	5	3
hcDAF-12 act	0.2	7.5*	-0.6	-1.3	2.5	0.3	3.2
GC-B act	5	-6	4	0	1	-1	-4
HGIII-sPLA2 inh	14	-6	11	-4	-1	6	1
GAA850 FXN act	1.3	0.2	0.4	0.4	0.0	1.2	0.2
SMARCA2 activ	-5	2	7	-2	-1	-3	1
ssDAF-12 act	-1.6	0.2	-1.8	-1.6	-0.6	-1.3	-0.1
ADAM10 inh	-11	3	-19	-10	-4	1	i
DAX1 inh-1	0.0	2.0	-1.8	0.9	0.1	0.3	1.0
hgDAF-12 ag	-0.3	11*	1.1	1.1	-0.1	-1.5	-0.5
DAX1 inh-2	0.4	0.5	x	-0.5	1.1	1.4	0.5

11) c1ccc(-c2onc(-c3ccco3)c2-c2ccc3c(c2)OCO3)cc1
12) Cc1ccc(NC2=C/C(=N/S(=O)(=O)c3cccs3)c3ccccc3C2=O)cc1
13) Cn1c(SCC(=O)Nc2cccc(F)c2)nc2c([nH]c3ccccc32)c1=O
14) O=C(NCCc1nc2ccccc2[nH]1)/C(=C/c1ccco1)NC(=O)c1ccccc1Br
15) CN1C(=O)c2cc(NC(=O)Nc3ccccc3)ccc2OC[C@H]2O[C@@H](CC(=O)NC3CCC3)CC[C@@H]21

compound no.	11	12	13	14	15
GC-A act	1	3	38	-1	3
hcDAF-12 act	0.0	5.8*	6.7*	1.7	-0.3
GC-B act	3	10	-3	0	-4
HGIII-sPLA2 inh	5	-4	6	-7	-19
GAA850 FXN act	0.0	-16	3.9	1.8	x
SMARCA2 activ	1	-7	-3	0	-2
ssDAF-12 act	-1.2	0.3	0.2	-0.8	-0.5
ADAM10 inh	7	3	-1	-3	6
DAX1 inh-1	-1.2	0.2	-0.3	-0.6	0.9
hgDAF-12 ag	0.2	6.6	3.3	-2.5	-0.7
DAX1 inh-2	-0.5	0.0	0.0	-0.8	x

16) Cc1ccc(CN2CCN(/N=C/c3sccc3C)CC2)c(C)c1
17) CC(C)c1ccc(Oc2cccc3c2S(=O)(=O)N([C@H](C)c2ccccc2)C[C@@H](COCc2ccccc2)O3)cc1
18) CC1c2ccsc2CCN1S(=O)(=O)c1cccs1 (configuration not stated)
19) CCCCc1nnc(NC(=O)CSCc2cc(=O)n3ccsc3n2)s1
20) Oc1ccc(C[C@H]2CNC(=S)N2C[C@H]2CCCN2C[C@H](Cc2ccccc2)N2C[C@H](Cc3ccc(O)cc3)N(CCc3ccccc3)C2=S)cc1

compound no.	16	17	18	19	20
GC-A act	0	-1	-5	2	2
hcDAF-12 act	-1.4	0.7	-1.4	-0.6	-0.7
GC-B act	-3	0	1	2	-1
HGIII-sPLA2 inh	13	6	3	7	0
GAA850 FXN act	-1.3	x	0.1	-0.3	x
SMARCA2 activ	-1	-2	-2	-2	-1
ssDAF-12 act	-1.0	-0.6	-0.8	-1.1	-1.3
ADAM10 inh	-3	-6	-10	-5	28*
DAX1 inh-1	-0.6	0.3	-0.4	1.3	-0.6
hgDAF-12 ag	-0.8	1.5	0.2	1.4	6.2
DAX1 inh-2	-1.4	x	-0.7	-0.6	x

21) CCCCCCCCN1C(=O)[C@@H](CC(=O)NCc2ccccc2)C[C@@]2(C(=O)OC)C1=C[C@H](C1CCCC1)O[C@@H]2C
22) O=C1CC2(CCN(C(=O)c3cccc(Br)c3)CC2)Oc2ccccc21
23) CC1c2[nH]c3ccccc3c2CCN1S(C)(=O)=O (configuration not stated)
24) COc1ccc2c(C)cc(SCC(=O)c3ccc4c(c3)OCO4)nc2c1
25) Nc1ccc2nc(SCC(=O)Nc3ccc(N4CCOCC4)c(Cl)c3)sc2c1

compound no.	21	22	23	24	25
GC-A act	-2	-3	-1	2	3
hcDAF-12 act	-1.3	-1.8	0.9	4.1	-1.2
GC-B act	4	-3	5	-6	-3
HGIII-sPLA2 inh	-3	0	5	-36	1
GAA850 FXN act	x	0.0	2.5	0.9	2.0
SMARCA2 activ	-4	-2	4	-2	-3
ssDAF-12 act	-0.8	-1.7	-1.1	3.4*	-1.2
ADAM10 inh	6	-96	4	2	7
DAX1 inh-1	0.6	-2.1	-0.5	-0.3	-1.0
hgDAF-12 ag	-0.5	-2.0	0.8	4.7	5.0
DAX1 inh-2	x	-1.2	0.6	-0.9	-2.0

26) O=C(Nc1c(O)c2ccccc2[nH]c1=O)c1ccco1
27) CCOc1ccccc1N(CC(=O)Nc1ccc2c(c1)OCO2)S(C)(=O)=O
28) O=C(Cc1cccs1)N(c1ccc(F)cc1)C1(C(=O)NC2CCCCC2)CCCC1
29) Cc1ccc(-c2cc(C(F)F)n3ncc(C(=O)Nc4cn(C)nc4C)c3n2)cc1
30) O=C(COc1ccccc1O)Nc1ccccc1Cl

compound no.	26	27	28	29	30
GC-A act	0	-3	-16	5	2
hcDAF-12 act	3.7	-1.3	-0.2	-2.9	2.2
GC-B act	1	-4	-13	9	-5
HGIII-sPLA2 inh	6	-1	1	1	-6
GAA850 FXN act	-2.3	0.5	0.9	1.0	4.4
SMARCA2 activ	1	8	0	1	2
ssDAF-12 act	-0.2	-1.1	-1.1	-1.2	0.8
ADAM10 inh	-8	0	3	-4	6
DAX1 inh-1	0.0	-0.3	-0.1	-0.1	1.2
hgDAF-12 ag	3.5	-0.3	-2.5	-0.5	4.2
DAX1 inh-2	3.0	2.8	-0.5	0.6	1.9

A few values from the list:
Reading of CCOc1ccccc1N(CC(=O)Nc1ccc2c(c1)OCO2)S(C)(=O)=O under DAX1 inh-2: 2.8
Reading of O=C(COc1ccccc1O)Nc1ccccc1Cl under GC-B act: -5
Reading of O=C(Cc1cccs1)N(c1ccc(F)cc1)C1(C(=O)NC2CCCCC2)CCCC1 under GC-A act: -16
Reading of Cc1ccc(-c2cc(C(F)F)n3ncc(C(=O)Nc4cn(C)nc4C)c3n2)cc1 under ADAM10 inh: -4

Continuation:
31) COc1ccc(C2C(CN3CCOCC3)C(=O)N2c2ccccc2)cc1 (configuration not stated)
32) O=C(c1cccs1)N1CCN(Cc2ccncc2)CC1
33) Cn1c(=O)c2c(nc3n2CC(COc2ccccc2)O3)n(C)c1=O (configuration not stated)
34) CC(C)CSc1nnc2c(n1)[nH]c1ccccc12
35) COc1ccccc1C(=O)Nc1ccc(N2CCN(Cc3ccccc3)CC2)cc1

compound no.	31	32	33	34	35
GC-A act	-8	2	0	6	5
hcDAF-12 act	-0.7	-1.8	-0.2	6.4*	-2.7
GC-B act	-4	-11	-2	3	6
HGIII-sPLA2 inh	-4	0	3	14	2
GAA850 FXN act	3.8	1.1	1.6	2.7	-1.8
SMARCA2 activ	-2	1	-3	2	2
ssDAF-12 act	-1.0	-1.1	-1.6	1.2*	-1.8
ADAM10 inh	-1	-6	6	-4	-2
DAX1 inh-1	-0.3	-0.1	0.1	4.0*	0.0
hgDAF-12 ag	0.0	-0.6	-1.1	14*	-1.0
DAX1 inh-2	1.0	0.1	0.0	1.9	-1.4

36) COCCOC1CCN(C(=O)C2CCC(=O)N(Cc3cccc(F)c3)C2)CC1 (configuration not stated)
37) CCCCC(=O)Nc1ccc(C(=O)NCc2ccncc2)cc1
38) CCC(=O)Nc1nc(C)cc(SCC(=O)OC)n1
39) O=C(CCn1cccn1)Nc1ccc2c(c1)OCO2
40) COc1cc(C2/C(=C(\O)c3ccc4c(c3)CC(C)O4)C(=O)C(=O)N2CCN2CCOCC2)cc(OC)c1OC (configuration not stated)

compound no.	36	37	38	39	40
GC-A act	1	1	-1	6	-1
hcDAF-12 act	-1.5	-0.8	-2.3	5.2	-0.2
GC-B act	10	3	2	-4	-3
HGIII-sPLA2 inh	15	3	1	1	3
GAA850 FXN act	3.0	-1.0	-0.1	3.0	3.2
SMARCA2 activ	-2	2	-1	-1	0
ssDAF-12 act	-1.4	-1.2	-0.9	-1.0	-0.6
ADAM10 inh	-3	2	-5	3	2
DAX1 inh-1	-1.0	-0.3	-0.5	-0.7	0.4
hgDAF-12 ag	-2.6	2.5	0.5	2.0	1.1
DAX1 inh-2	0.3	1.1	1.3	-0.7	-0.1
